D1 PAM – Potentiators of Human D1 Dopamine Receptor: qHTS. potentiation, % at 10 µM. AID 504651, 2011. HEK293 TREx D1 cells, calcium flux, dopamine EC20 potentiation. hit rate 0.036% among 360,000. D(1A) dopamine receptor (Homo sapiens), P21728; in the data active = potentiation above about 30%; also: 0% is about no effect
Target sequence (P21728 whole entry, looked up): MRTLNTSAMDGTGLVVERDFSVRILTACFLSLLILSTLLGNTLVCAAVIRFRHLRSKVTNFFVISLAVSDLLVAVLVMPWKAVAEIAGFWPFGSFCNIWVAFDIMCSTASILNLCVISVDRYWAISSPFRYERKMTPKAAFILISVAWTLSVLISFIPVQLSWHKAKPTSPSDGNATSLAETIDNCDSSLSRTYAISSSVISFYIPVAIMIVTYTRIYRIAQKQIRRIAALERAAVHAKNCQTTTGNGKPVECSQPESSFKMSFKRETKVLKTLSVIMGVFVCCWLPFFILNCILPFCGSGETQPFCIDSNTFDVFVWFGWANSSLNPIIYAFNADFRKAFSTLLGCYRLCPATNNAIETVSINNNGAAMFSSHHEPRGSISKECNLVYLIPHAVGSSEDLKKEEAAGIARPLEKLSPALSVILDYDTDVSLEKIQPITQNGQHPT
D2 PAM – HTS Assay for Positive Allosteric Modulators of the Human D2 Dopamine Receptor: Primary Screen for Potentiators. D(2) dopamine receptor (Homo sapiens), P14416. HEK293 T-REx D2, calcium flux, EC20 dopamine potentiation. AID 485347, 2010. potentiation, % at 10 µM. hit rate 0.34% among 340,000;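 active = potentiation over 3 SD above the plate norm, cut at about 30% in these data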; also: 0% is about no effect
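Tetracycline-induced HEK293 T-REx cells force-coupled to calcium signalling expressed D2; compounds were pin-added after a 10 s baseline, read kinetically 180 s, then an EC20 dopamine challenge followed with a further 180 s calcium read.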
Vif-APOBEC3F blk – qHTS for Inhibitors of Vif-A3F Interactions: qHTS. HeLa A3F-eYFP + Vif (tagged APOBEC3F with the HIV-1 protein that degrades it), YFP fluorescence increase. Potency, µM (series often up to 46.1 µM), without a hit: at the top dose activity, negative = active. hit rate 0.2% among 390,000; also: potency is read from the fitted curve at half-maximal effect; % of control where 0% means no effect; nearly all actives have a fitted effect of over 65% in size
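HeLa cells stably expressing Vif plus C-terminally eYFP-tagged A3F were seeded, incubated overnight at 37 deg C, dosed with compound, incubated overnight again at 37 deg C. Yellow fluorescence (Ex 488/Em 500-530) reported blocked Vif-mediated A3F-eYFP degradation.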
D1 antag – Antagonist of Human D 1 Dopamine Receptor: qHTS. hit rate 3.2% among 360,000. activity change, negative = inhibition, % at 10 µM. HEK293 TREx D1 cells, calcium flux, dopamine EC80; active compounds read low; in the data active = activity change below about -30%; also: % is scaled to controls: 0 for no effect and ±100 for the full control effect
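Cells carrying a force-coupled, tetracycline-inducible human D1 receptor report calcium flux. Each well gets a 10 s baseline, compound with 180 s monitoring, then an EC80 dopamine stimulus with a second 180 s kinetic read.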
Vif-A3G inh – qHTS for Inhibitors of Vif-A3G Interactions: qHTS | hit rate 0.076% among 410,000 | Potency, µM (titrated, usually from 46.1 µM), without a hit: top-dose activity, negative = active, usual class: inhibitors | HeLa A3G-eYFP + Vif (tagged APOBEC3G with the HIV-1 protein that degrades it), YFP fluorescence, overnight;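 also: potency is read from the fitted curve at half-maximal effect; % is scaled to controls: 0 for no effect and ±100 for the full control effect; nearly all actives have a fitted effect of over 60% in size; hits raise eYFP signal because A3G escapes Vif-driven loss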
Target sequence (Q9HC16 whole entry, looked up): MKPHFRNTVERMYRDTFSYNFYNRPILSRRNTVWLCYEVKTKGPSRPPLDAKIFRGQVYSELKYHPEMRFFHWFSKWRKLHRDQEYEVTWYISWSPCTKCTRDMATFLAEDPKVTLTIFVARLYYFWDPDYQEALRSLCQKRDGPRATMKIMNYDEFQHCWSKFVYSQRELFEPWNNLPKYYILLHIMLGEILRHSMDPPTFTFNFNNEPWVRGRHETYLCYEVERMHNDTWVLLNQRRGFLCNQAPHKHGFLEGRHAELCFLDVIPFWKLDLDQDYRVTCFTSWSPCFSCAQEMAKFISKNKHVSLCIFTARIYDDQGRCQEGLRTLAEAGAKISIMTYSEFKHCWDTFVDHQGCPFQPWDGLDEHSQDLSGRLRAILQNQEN
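HeLa cells stably expressing Vif and C-terminally eYFP-tagged A3G, seeded overnight at 37 deg C, then exposed to compound by pintool overnight at 37 deg C. Rise in yellow fluorescence (Ex 488/Em 500-530, Acumen) marks blocked Vif-driven A3G degradation.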
RXFP1 antag – qHTS Assay for Antagonists of the Relaxin Receptor RXFP1. hit rate 0.59% among 350,000. activity change, negative = inhibition, % at 57.5 µM. HEK293-RXFP1, relaxin-stimulated cAMP HTRF, 30 min; active compounds read low;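 active = activity change of -60% or lower, but not beyond a set lower limit; inconclusive = change between -60% and -40%, or beyond the set limit; inactive = change above -40%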; also: % is scaled to controls: 0 for no effect and ±100 for the full control effect
Glioma ERSR ind – qHTS for Inducers of the Endoplasmic Reticulum Stress Response (ERSR) in Human Glioma: qHTS | U87-MG GRP78 promoter luciferase reporter, 16 h | AID 602332, 2012 | hit rate 0.02% among 420,000 | Potency, µM, without a hit: at the highest dose activation, most hits filed as activators; also: potency is read from the fitted curve at half-maximal effect; series mostly up to about 76 µM; % of control where 0% means no effect; nearly all actives have a fitted effect of over 35% in size
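Stably transfected U87-MG glioma cells carrying a GRP78-based luciferase sensor; 16 h compound incubation. Luminescence end-point read 10 min after Bright-Glo addition at room temperature.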
D1 agonist – Allosteric Agonists of the Human D1 Dopamine Receptor: qHTS; activation, % at 2 µM; HEK293 T-REx D1 cells, calcium flux, agonist mode; AID 504660, 2011; hit rate 1% among 360,000; D(1A) dopamine receptor (Homo sapiens), P21728; in the data active = activation above about 30%; also: 0% is about no effect
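Tetracycline-induced HEK293 TREx D1 cells, force-coupled to calcium signalling, were dye-loaded with a no-wash calcium kit. Compound was pin-added after a 10 s baseline. Fluorescence was read kinetically at 1 cycle/s for 180 s, with calcium rises flagged as agonism.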
RXFP1 ag – qHTS Assay for Agonists of the Relaxin Receptor RXFP1; hit rate 0.3% among 370,000; Potency, µM (doses to about 57.5 µM), inactives show at the highest dose activation, actives largely listed as activators; AID 2676, 2010; HEK293T-RXFP1 cAMP TR-FRET, 30 min; response scale: percent of porcine relaxin response, buffer zero; also: potency is read from the fitted curve at half-maximal effect; % is scaled to controls: 0 for no effect and ±100 for the full control effect; nearly all actives have a fitted effect of over 60% in size; many of its hits are not listed in these tables
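Agonist response is measured as cAMP accumulation in an RXFP1-transfected HEK293T line under PDE4 inhibition. Values are scaled between buffer-only and 29 nM porcine relaxin, and EC50s come from standard Hill equation fits.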
* marks the source's active call; other numbers are inactive results. Unless noted, calls follow the shape of the dose curve; as a rule, active = well fitted curve in the direction sought with a large enough effect; inconclusive = small, poorly fitted or top-dose-only effect, or another doubt; inactive = no such curve, though single readings can be large; an effect the other way counts as inactive or inconclusive.

Screening Cc1ccccc1NC1=NC(=S)N(c2ccccc2)C12CCCCC2 returned D1 PAM -5, D2 PAM -1, Vif-APOBEC3F blk -2%, D1 antag -11, Vif-A3G inh -4%, RXFP1 antag -36, Glioma ERSR ind -2%, D1 agonist 1 and RXFP1 ag -0.3%.
Screening COc1ccc(OC)c(-c2csc3nnc(SCC(=O)Nc4ccc(NC(C)=O)cc4)n23)c1 returned D1 PAM -2, D2 PAM 7, Vif-APOBEC3F blk -2%, D1 antag 5, Vif-A3G inh -5%, RXFP1 antag -7, Glioma ERSR ind 0%, D1 agonist 4 and RXFP1 ag 1.2%.
`Cc1cc(-c2n[nH]c(=S)n2-c2ccc(C)c(C)c2)no1` gave D1 PAM 0, D2 PAM 4, Vif-APOBEC3F blk -7%, D1 antag -17, Vif-A3G inh 1%, RXFP1 antag -22, Glioma ERSR ind -5%, D1 agonist 6 and RXFP1 ag 0.1%.
O=C(Nc1ccc2c(c1)OCCO2)C1CCCN(S(=O)(=O)c2cccnc2)C1 (centres undefined) was read as D1 PAM 2, D2 PAM -6, Vif-APOBEC3F blk 2%, D1 antag -10, Vif-A3G inh 0%, RXFP1 antag -20, Glioma ERSR ind -1%, D1 agonist -1 and RXFP1 ag -0.8%.
For Brc1ccccc1OCCCN1CCCC1 the results were D1 PAM -11, D2 PAM -33, Vif-APOBEC3F blk 2%, D1 antag -45*, Vif-A3G inh 1%, RXFP1 antag -2, Glioma ERSR ind -2%, D1 agonist 3 and RXFP1 ag -0.8%.
`c1cnc2ccc(C(c3nnnn3C3CCCC3)N3CCN4CCCC4C3)cc2c1` (centres undefined) gave D1 PAM -6, Vif-APOBEC3F blk 3%, D1 antag 16, Vif-A3G inh -1%, RXFP1 antag -9, Glioma ERSR ind -5%, D1 agonist 2 and RXFP1 ag 4.9%.
O=C(O)c1ccc(Cl)c(S(=O)(=O)Nc2ccccc2C(=O)Nc2ccc(Cl)cc2)c1 was read as D1 PAM -1, D2 PAM -3, Vif-APOBEC3F blk 7%, D1 antag -1, Vif-A3G inh inconclusive, RXFP1 antag -1, Glioma ERSR ind 2%, D1 agonist 1 and RXFP1 ag -4.9%.
C=CCNc1sc(C(=O)c2ccc(C)cc2)c(N)c1C#N was read as D1 PAM -3, D2 PAM 2, Vif-APOBEC3F blk inconclusive, D1 antag -19, Vif-A3G inh -18%, RXFP1 antag 0, Glioma ERSR ind -4%, D1 agonist 0 and RXFP1 ag 1.4%.
Cc1nc2nc(C)n(CCN3CCOCC3)c(=O)c2c(-c2cccc([N+](=O)[O-])c2)c1C(=O)CCCCCCCCCCN1CCC(c2ccccc2)(c2ccccc2)CC1 was read as Vif-APOBEC3F blk -12%, Vif-A3G inh -6%, RXFP1 antag -20 and Glioma ERSR ind -14%.
`C1=C(CCNC2=NCCCCC2)CCCC1` gave D1 PAM 3, D2 PAM 5, Vif-APOBEC3F blk -3%, D1 antag 2, Vif-A3G inh -4%, RXFP1 antag 2, Glioma ERSR ind 0%, D1 agonist 3 and RXFP1 ag 1.5%.
For CC#CCN1c2ccccc2[C@]23C[C@@H](C(=O)OC)N(C(C)=O)C2=NC(C(=O)OC)=C(C(=O)OC)[C@H]13 the results were D1 PAM -3, D2 PAM 11, Vif-APOBEC3F blk 0%, D1 antag -7, Vif-A3G inh -2%, Glioma ERSR ind -4%, D1 agonist 3 and RXFP1 ag -2.5%.
Screening O=C(c1cc(-c2ccccn2)nc2ccccc12)N1CCN(c2ncccn2)CC1 returned D1 PAM -5, D2 PAM 0, Vif-APOBEC3F blk 12%, D1 antag -8, Vif-A3G inh 0%, RXFP1 antag 4, Glioma ERSR ind -3%, D1 agonist 3 and RXFP1 ag -0.5%.
O=C(CSc1ncc(S(=O)(=O)c2ccc(Cl)cc2)c(=O)[nH]1)Nc1ccc2c(c1)OCCO2 was read as D1 PAM 2, D2 PAM 8, Vif-APOBEC3F blk 11%, D1 antag 0, Vif-A3G inh 1%, Glioma ERSR ind -1%, D1 agonist 0 and RXFP1 ag -2.2%.
For CC1CC/C(=C\c2ccc3c(c2)OCO3)C(=O)/C1=C/c1ccc2c(c1)OCO2 (centres undefined) the results were D1 PAM -14, D2 PAM -3, Vif-APOBEC3F blk inconclusive, D1 antag 0, Vif-A3G inh inconclusive, RXFP1 antag -13, Glioma ERSR ind inconclusive, D1 agonist 11 and RXFP1 ag 2.4%.
For COc1cccc(NC(=O)CN(C)C(=O)CNC(=O)c2ccccc2F)c1 the results were D1 PAM -1, D2 PAM -2, Vif-APOBEC3F blk 4%, D1 antag -33*, Vif-A3G inh 1%, RXFP1 antag 13, Glioma ERSR ind -4%, D1 agonist 1 and RXFP1 ag 0.6%.
Screening CCC[n+]1c(C)sc2c(OC)ccc(OC)c21 returned D1 PAM -2, D2 PAM 5, Vif-APOBEC3F blk 6%, D1 antag -9, Vif-A3G inh 2%, RXFP1 antag -33, Glioma ERSR ind -5%, D1 agonist 2 and RXFP1 ag 1.4%.
For Cc1ccc(OCc2cc(C(=O)NCC3COCCO3)no2)cc1C (centres undefined) the results were D1 PAM -4, D2 PAM 4, Vif-APOBEC3F blk -3%, D1 antag 6, Vif-A3G inh -11%, RXFP1 antag -1, Glioma ERSR ind 3%, D1 agonist 9 and RXFP1 ag 4.3%.
For COc1cc(C=O)ccc1OCC(=O)Nc1ccccc1N1CCOCC1 the results were D1 PAM -2, D2 PAM 3, Vif-APOBEC3F blk 1%, D1 antag 0, Vif-A3G inh 0%, RXFP1 antag -2, Glioma ERSR ind -1%, D1 agonist 3 and RXFP1 ag 0.1%.
Screening COc1cc2ccccc2cc1C(=O)Nc1ccc2oc(-c3cccc(C)c3)nc2c1 returned D1 PAM 1, D2 PAM -17, Vif-APOBEC3F blk -23%, D1 antag 9, Vif-A3G inh 2%, RXFP1 antag 2, Glioma ERSR ind 3%, D1 agonist 3 and RXFP1 ag -0.7%.
For CCN(CC)c1ccc(NC(=O)c2ccc3c(c2)OCO3)cc1 the results were D1 PAM 3, D2 PAM -5, Vif-APOBEC3F blk -4%, D1 antag -7, Vif-A3G inh inconclusive, RXFP1 antag -11, Glioma ERSR ind 7%, D1 agonist 1 and RXFP1 ag 4.5%.

Continued; the last 2 above are carried over.
Screening COc1cc2ccccc2cc1C(=O)Nc1ccc2oc(-c3cccc(C)c3)nc2c1 returned D1 PAM 1, D2 PAM -17, Vif-APOBEC3F blk -23%, D1 antag 9, Vif-A3G inh 2%, RXFP1 antag 2, Glioma ERSR ind 3%, D1 agonist 3 and RXFP1 ag -0.7%.
For CCN(CC)c1ccc(NC(=O)c2ccc3c(c2)OCO3)cc1 the results were D1 PAM 3, D2 PAM -5, Vif-APOBEC3F blk -4%, D1 antag -7, Vif-A3G inh inconclusive, RXFP1 antag -11, Glioma ERSR ind 7%, D1 agonist 1 and RXFP1 ag 4.5%.
COc1ccc(NC(=O)COC(=O)C2=COCCO2)cc1OC was read as D1 PAM 14, D2 PAM 12, Vif-APOBEC3F blk 6%, D1 antag 2, Vif-A3G inh -5%, RXFP1 antag -3, Glioma ERSR ind -1%, D1 agonist 3 and RXFP1 ag 0.4%.
Screening O=C(NC(=S)Nc1ccc(S(=O)(=O)N2CCCCC2)cc1)c1cccs1 returned D1 PAM -8, D2 PAM -7, Vif-APOBEC3F blk inconclusive, D1 antag -1, Vif-A3G inh -6%, RXFP1 antag -3, Glioma ERSR ind -3%, D1 agonist 5 and RXFP1 ag 2.7%.
For COc1cccc2cc(C(C)N(CCCN3CCOCC3)C(=S)Nc3ccc(C)c(C)c3)oc12 (centres undefined) the results were D1 PAM -5, D2 PAM -14, Vif-APOBEC3F blk -5%, D1 antag -4, Vif-A3G inh -3%, RXFP1 antag -36, Glioma ERSR ind -1%, D1 agonist 0 and RXFP1 ag 2.8%.
`Cc1ccc(OCC(=O)Nc2nonc2-c2ccc(Br)cc2)cc1` gave D1 PAM -2, D2 PAM 1, D1 antag -10, RXFP1 antag -8, D1 agonist 0 and RXFP1 ag -1.7%.
Screening CCN(CC)c1ccc(/C=N/NC(=O)OC)c(O)c1 returned D1 PAM 2, D2 PAM -1, Vif-APOBEC3F blk 2%, D1 antag -2, Vif-A3G inh inconclusive, RXFP1 antag -18, Glioma ERSR ind 4%, D1 agonist 0 and RXFP1 ag -1.1%.
For Cc1cc(C)nc(NS(=O)(=O)c2ccc(N/C=C\C(=O)c3ccc(Cl)cc3)cc2)n1 the results were D1 PAM -3, D2 PAM 21, Vif-APOBEC3F blk 0%, D1 antag 0, Vif-A3G inh 1%, RXFP1 antag 2, Glioma ERSR ind 4%, D1 agonist 1 and RXFP1 ag 1.7%.
`Cc1ccc(CN2c3ccccc3-c3nc(SCC(=O)NCCc4ccccc4)ncc3S2(=O)=O)cc1` gave D1 PAM -1, D2 PAM -5, Vif-APOBEC3F blk -4%, D1 antag 27, Vif-A3G inh -6%, RXFP1 antag -4, Glioma ERSR ind -4%, D1 agonist 4 and RXFP1 ag 16%.
`CCn1c(C)cc2c(c1=O)C(c1ccc3c(c1)OCO3)C(C#N)=C(N)O2` (centres undefined) gave D1 PAM 9, D2 PAM -5, Vif-APOBEC3F blk -10%, D1 antag -11, Vif-A3G inh 1%, RXFP1 antag 13, Glioma ERSR ind -5%, D1 agonist 0 and RXFP1 ag -2.3%.
For C/C=C/C(=O)N1CC2(CC(c3cccc(NC(=O)CCCCC)c3)=NO2)C[C@H]1C(N)=O (some centres undefined) the results were D1 PAM 0, D2 PAM -5, D1 antag 3, D1 agonist 1 and RXFP1 ag 0.0%.

Assay outcomes as filed in PubChem BioAssay.

Some of the compounds tested (hit frequency here may not be typical).
